Shn3 inh set2 – Schnurri-3 reporter inhibition in Clone20 osteoblasts; 0.52% of 360,000 active; inhibition, % at 12.5 µM; Clone20 osteoblast Shn3 3'UTR firefly luciferase, 24 h; AID 588674;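 active means mean inhibition of at least 75% with every replicate also reaching 75%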;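 further: 0% = median of neutral control wells and 100% = pilot-screen positive control compound; some compounds past the cut are filed as inactive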
Peg3 promoter – inhibitors of Peg3 promoter. HeLa PEG-Prom luciferase reporter, luminescence, overnight. 1.7% of 360,000 active. inhibition, % at 20 µM;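 active means inhibition of at least 50% at 20 µM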
hiPSC survival – increases survival of single human iPS cells; 0.044% of 360,000 active; hiPSC single-cell survival, ATPlite luminescence; 100% = ROCK inhibitor wells, 0% = DMSO; survival enhancement, % at 20 µM; AID 602274; in the data active means survival enhancement above about 18%;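 further: cells exposed to compounds for 16 hours before the ATP read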
HIF-2a inh – inhibitors of HIF-2a | 786-0 RCC cells HIF-2a reporter, luciferase luminescence, overnight | inhibition, % at 18.8 µM | 0.72% of 360,000 active | AID 624352;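 active means inhibition of the luminescence signal of 40% or more relative to plate controls, in a single-dose primary screen at 18.75 µM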
Cardio protect – modulators protecting cardiomyocytes from myocardial damage | H9c2 cardiomyocytes, H2O2 injury protection, ATPLite, 2 h | protection from H2O2 cell death, % at 20 µM | 0.63% of 360,000 active | AID 588492;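 active means compounds giving at least 50% protection of heart cells from peroxide-induced death in the single-dose screen, raw or plate-pattern-corrected value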;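 further: 0% = DMSO wells with peroxide and 100% = DMSO wells without peroxide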
CaV13 ICDI inh – Disruptors of the CACNA1D IQ motif to Ca2+-dependent inactivation inhibitor domain association, primary screening, Förster resonance energy transfer in intact living … | HEK cells, CFP/YFP FRET ICDI-IQ, plate reader, 10 min; percent FRET-ratio fall versus neutral wells | inhibition, % at 12.3 µM | 0.098% of 340,000 active | AID 743397;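 active means mean replicate inhibition of at least 30% and at least 1% of replicates passing that level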;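 further: 0% = median of the neutral control wells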
PDI inh – inhibitors of human protein disulfide isomerase; P07237; PDI insulin aggregation turbidity, A650, 90 min; inhibition, % at 10 µM; 0.052% of 350,000 active;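 active means mean inhibition across replicates of 30% or more, whatever share of single replicates reach that level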;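 further: absorbance from insulin aggregation driven by PDI reduction with DTT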
TRPM1 prom inh – inhibitors of MITF-driven TRPM1 promoter in melanoma cells; SK-MEL-5 TRPM1 promoter luciferase, 24 h; inhibition, % at 12.5 µM; 0.83% of 330,000 active;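 active means mean inhibition across replicates of 60% or more, whatever share of single replicates reaches that level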; further: values of inactives mirror those of a sister screen read the other way
m5-HT2A agonist – activates the mouse 5-HT2A serotonin receptor; 0.66% of 360,000 active; CHO-K1 mHTR2A beta-arrestin complementation, luminescence; percent of 30 µM serotonin response; P35363; activation, % at 7.6 µM; AID 624169;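 active means activation above a run cutoff, the mean activation of all tested compounds plus 3 SD, cut at about 14% in these data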;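 further: 0% = plate median of compound wells and 100% = 30 µM serotonin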
Target sequence (P35363 whole entry, looked up): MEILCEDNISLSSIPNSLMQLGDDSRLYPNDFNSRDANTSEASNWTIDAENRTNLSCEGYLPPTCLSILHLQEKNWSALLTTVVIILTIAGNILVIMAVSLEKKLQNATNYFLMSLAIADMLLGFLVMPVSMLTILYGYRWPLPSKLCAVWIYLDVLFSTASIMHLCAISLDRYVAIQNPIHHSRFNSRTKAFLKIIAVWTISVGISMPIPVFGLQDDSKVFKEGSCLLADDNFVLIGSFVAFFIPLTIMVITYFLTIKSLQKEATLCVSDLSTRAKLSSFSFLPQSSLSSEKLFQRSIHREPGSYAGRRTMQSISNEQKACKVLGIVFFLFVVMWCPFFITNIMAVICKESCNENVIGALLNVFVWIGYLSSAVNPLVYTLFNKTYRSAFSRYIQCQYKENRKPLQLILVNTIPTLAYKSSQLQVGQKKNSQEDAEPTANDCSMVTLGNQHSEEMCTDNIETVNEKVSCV
NR2E3 ag-1 – activates human NR2E3 receptor; Q9Y5X4; CHO-S Gal4-NCOR/VP16-NR2E3 two-hybrid, luciferase; inhibition of corepressor binding, % at 3.98 µM; 0.35% of 360,000 active; AID 602229;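 active means inhibition above the mean of all tested compounds plus 3 SD, cut at about 70% in these data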;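 further: 0% = DMSO with NR2E3 transfected cells and 100% = cells lacking NR2E3 construct; higher means lower luciferase signal from less NR2E3 corepressor binding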
Target sequence (Q9Y5X4 whole entry, looked up, the tested form may be a part): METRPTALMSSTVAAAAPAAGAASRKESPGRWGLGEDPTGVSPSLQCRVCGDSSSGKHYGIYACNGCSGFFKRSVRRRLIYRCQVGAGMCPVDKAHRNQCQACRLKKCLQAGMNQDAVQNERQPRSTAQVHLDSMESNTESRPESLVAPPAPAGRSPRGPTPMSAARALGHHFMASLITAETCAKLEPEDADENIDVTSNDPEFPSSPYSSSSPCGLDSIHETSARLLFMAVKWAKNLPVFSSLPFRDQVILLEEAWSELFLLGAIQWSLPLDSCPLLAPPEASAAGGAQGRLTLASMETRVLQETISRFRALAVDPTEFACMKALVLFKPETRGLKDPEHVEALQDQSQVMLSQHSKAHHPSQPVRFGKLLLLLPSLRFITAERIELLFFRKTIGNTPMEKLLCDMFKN
NR2E3 ag-2 – activates human photoreceptor nuclear receptor NR2E3 | inhibition of corepressor binding, % at 4.78 µM | 0.12% of 320,000 active | GST-NR2E3/biotin-RetCOR TR-FRET, 1536-well | AID 2300 | Q9Y5X4;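 active means percent inhibition above the cutoff of mean plus 3 SD of all tested compounds, set per screening campaign, cut at about 20% in these data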;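 further: 0% = DMSO wells and 100% = biotin wells as full block of FRET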
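Assay system: NR2E3–RetCOR corepressor complex. Quantity: 1.35 nM GST-NR2E3. Buffer or medium: pH 7.5 Tris-based buffer. Reagent: biotinylated RetCOR corepressor at 7 nM final. Schedule: 5 h at 4 °C. Detection: TR-FRET, emission read at 617 and 671 nm. Replicates: one well per compound, singlicate testing.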
The depositor's hits bear a star; nt = no result given. No enrichment for hits, and some 3.9% of all compounds hit somewhere here.

SMILES	Shn3 inh set2	Peg3 promoter	hiPSC survival	HIF-2a inh	Cardio protect	CaV13 ICDI inh	PDI inh	TRPM1 prom inh	m5-HT2A agonist	NR2E3 ag-1	NR2E3 ag-2
Cc1cc(N)n(-c2ccc(Oc3ccccc3)c(S(=O)(=O)O)c2)n1	4	-4	-0.5	6	7	-4	-12	3	4	-18	nt
Cc1cscc1NC(=O)/C=C/C(=O)O	-2	8	-0.2	6	2	-21	-6	2	2	-19	2
O=C(CNc1ccc(C(F)(F)F)cc1[N+](=O)[O-])OCC(=O)c1ccccc1	-17	7	10	4	8	-2	-7	-2	5	-7	2
CCCNC(=O)Cn1cc(S(=O)(=O)N2CCCC2)c(S(=O)(=O)N2CCCC2)c1	0	12	0.4	10	-5	-4	19	-6	6	5	0
CCOc1cc2c(cc1/C=C(/C#N)c1ccc(C(=O)O)cc1)OCO2	4	-5	0.8	17	11	-3	-3	-19	0	-16	3
COc1ccc(CNc2ncc(-c3cccc([N+](=O)[O-])c3)n2C)c(OC)c1OC	27	6	0.4	9	7	-6	-2	15	-4	-8	-1
C[C@@H]1CN([C@@H](C)CO)S(=O)(=O)c2ccc(Br)cc2O[C@@H]1CN(C)C(=O)c1ccccn1	-15	-3	-2.5	1	9	-10	6	nt	4	0	nt
O=C1COc2ccc(S(=O)(=O)Nc3ccc(OC(F)(F)F)cc3)cc2N1	10	3	-0.6	14	-6	-7	7	-2	-2	15	-2
Cc1ccc2nc(-c3ccccc3Cl)cc(C(=O)Nc3cc(C)on3)c2c1	22	25	2.2	14	-7	nt	-6	9	-3	-29	2
CS(=O)(=O)N1CCC(C(=O)NCc2ccc3c(c2)OCO3)CC1	-2	-1	-0.5	5	4	-3	-3	3	6	-12	2
O=C(N/N=C1/CC2C=CCC12)c1ccc(Br)o1 (stereo not given)	-19	-64	-1.0	0	4	-5	-17	0	-2	-57	0
O=C(/C=C\NCC(=O)c1ccccc1)c1ccccc1	-21	-50	-2.5	-69	23	-6	2	-23	-5	-30	2
COc1ccc(CCNC(=O)CCNC(=O)c2ccco2)cc1	-18	9	-0.2	5	1	nt	-9	-5	-2	6	3
O=C(Nc1ccc(Br)c(C(F)(F)F)c1)c1ccc(C(F)(F)F)cc1	-13	-48	-0.6	-274	-18	-2	0	nt	0	-8	-1
c1cc(-c2ccsc2)n2ccnc2c1	-17	-8	1.9	-11	2	-2	-5	nt	6	-17	nt
CCOC(=O)C1=C(CSc2nc(-c3ccccc3)ccc2C#N)OC(N)=C(C#N)C1c1ccc(OC)cc1 (stereo not given)	-97	-211	-2.3	-219	-9	-8	7	-77	0	-83	1
CCN(CC(=O)Nc1ccc2c(c1)OCCO2)C(=O)c1ccc(S(=O)(=O)N(C)C)cc1	-10	8	0.4	-2	5	-1	4	-7	-4	-30	1
CCc1cccc2c(C(=O)C(NCCCOC)c3ccccc3)c[nH]c12 (stereo not given)	11	-80	0.0	-15	5	-3	8	-9	-3	-19	2
CC(=O)c1ccc(N2CCN(C(=O)c3ccc(-c4ccccc4)cc3)CC2)cc1	-28	-16	0.7	14	-5	-2	10	-11	-1	-31	6
CCN(CCCNC(=O)C1CCN(S(=O)(=O)c2cccc3nonc23)CC1)Cc1ccccc1	-13	1	-2.4	13	0	-1	-5	-6	-3	0	2
OC(CCN1CCCCC1)(c1ccccc1)C1CCCCC1 (stereo not given)	4	-6	-2.0	-13	8	-4	7	2	-6	-5	2
COc1ccc(N(CC(=O)N/N=C/c2ccc3c(c2)OCO3)S(=O)(=O)c2ccc(NC(C)=O)cc2)cc1	9	20	0.6	17	39	-4	0	-17	-1	13	0
NC(=O)c1cc2ccccc2o/c1=N\NC(=O)c1ccco1	-7	-11	4.8	-9	21	-5	4	1	-1	-7	-2
COc1ccc(C)cc1C1=CC(=O)C[C@H](c2ccc(F)cc2)C1	3	0	-0.3	9	0	-5	-5	-9	7	0	-1
O=C(NC(=S)NCc1ccco1)c1ccccc1[N+](=O)[O-]	7	11	-0.3	7	-1	nt	-7	-4	6	-3	-2
O=C(O)C(Oc1ccc2c3c(c(=O)oc2c1)CCC3)c1ccccc1 (stereo not given)	10	-14	-2.4	-6	-5	-2	10	-6	3	-10	-4
Cc1ccc(CSCCNC(=O)CN(c2cc(C)ccc2C)S(C)(=O)=O)cc1	-4	15	1.4	12	8	-4	3	-2	-5	-1	-1
O=c1cc(N2CCCC2)[nH]c(=O)n1-c1ccc(Cl)cc1	-33	-11	-0.3	-16	3	-7	3	-5	-2	-4	-2
O=C(N/N=C/c1cc(Br)ccc1O)c1cccc(N2CCCC2=O)c1	83	21	-0.1	-90	40	-16	2	48	-4	-14	-2
CC(=O)N1C[C@H]2CON(C)[C@H]2C[C@H]1c1ccccc1	-7	-9	1.2	2	3	-9	nt	nt	2	-18	nt
C=CCN=C(NC#N)SCC(=O)NC(C)(C)C	-25	-5	0.7	15	4	nt	-4	0	0	0	0
CCOc1ccc(C(=O)CCN2CCOCC2)cc1	6	-6	-0.7	18	-5	-6	13	17	-2	0	1
COc1ccc(NC(=O)CN(C)C(=O)C2CC(=O)N(c3cccc4ccccc34)C2)cc1 (stereo not given)	2	-4	-0.4	4	-1	-5	-3	-1	-1	-16	-1
COc1ccccc1CNC(=O)[C@@H]1CCCN1S(=O)(=O)c1ccccc1F	11	-6	0.0	8	-8	-4	-4	0	3	15	-4
Cc1ccc(-n2cccc2/C=C2\C(=N)N3N=C(C(C)C)SC3=NC2=O)cc1	-2	21	1.9	29	-7	-13	-1	4	2	-16	-1
O=C(Nc1ccccc1)c1ccc(F)cc1F	3	-225	-2.1	-163	-3	-11	9	-59	-5	-24	0
Cc1cc(C)cc(N(CC(=O)NC2CCC(C)CC2)S(=O)(=O)c2c(C)noc2C)c1 (stereo not given)	4	6	-1.4	6	-4	14	-3	7	0	-23	1
O=C(NCC(=O)N1CCN(Cc2ccccc2)CC1)c1ccc(Cl)cc1	19	7	0.4	-20	-2	nt	-12	-2	5	-4	3
O=C(CCCn1c(=O)c2cccn2c2cccnc21)NCc1cccc(Br)c1	7	13	-0.3	-9	8	-5	-2	-15	3	0	-1
CC(C)c1noc2ncc(C(=O)c3cc(Cl)cc(Cl)c3O)cc12	-1	37	5.7	13	-34	nt	-2	7	7	24	5
O=C(CCCN1C(=O)/C(=C/c2cccs2)SC1=S)NNC(=O)c1cccnc1	4	-4	-0.5	14	-2	-3	2	7	-2	11	1
O=C(Nc1ccncc1)c1cccs1	2	12	6.2	15	-4	nt	0	7	-1	-15	1
CCCNC(=O)C1(C)CCN(Cc2csc(-c3ccc(Cl)cc3)n2)C1 (stereo not given)	29	-24	-0.9	-35	-2	-9	14	nt	0	-15	nt
CCCC1=[N+](CC)CCn2c(C)ccc21	22	8	0.0	2	0	-8	4	7	-3	3	6
Cc1nn(-c2ccccc2)c2c1C(c1cccs1)C(C#N)=C(N)O2 (stereo not given)	nt	16	-1.4	16	-4	nt	6	20	-1	-6	-2
Cc1ccc(C(=O)NN2CCOCC2)cc1	-30	-2	-0.3	1	1	-4	-1	14	-1	-10	-5
COc1ccc(NS(=O)(=O)c2ccc3c(c2)n(C)c(=O)n3C)cc1	-30	4	0.3	-16	-5	-10	2	3	2	-12	-1
CC1(C(=O)NS(=O)(=O)c2ccccc2C(F)(F)F)CCN1C(=O)COc1ccc(Cl)cc1 (stereo not given)	6	17	-1.2	6	1	-5	-3	nt	2	-11	nt
CCc1ccc(C(=O)C(C)OC(=O)Cn2[nH]c(=O)c3ccccc3c2=O)cc1 (stereo not given)	1	11	-2.0	-8	44	-2	-13	1	6	-7	-4
O=[N+]([O-])c1ccccc1/C=N/N1CCN(c2ccncc2S(=O)(=O)N2CCCCC2)CC1	14	21	0.2	16	-4	-6	1	-6	2	-8	-1
COc1ccc(C(=O)Cn2nnc(-c3ccccc3NC(=O)c3ccco3)n2)cc1	19	-3	-0.6	-12	11	-5	-7	-2	1	-16	-2
